TRPML3 agonist – activates the human TRPML3 channel; Q8TDD5; 220,000 compounds, 0.29% hits; activation, % at 3 µM; HEK293 TRPML3-YFP, Fluo-8 calcium fluorescence; 100% = the carbachol control signal;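 active = activation above its plate's cutoff, the mean activation of the plate's test wells plus 3 SD, cut at about 12% in these data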;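 also: 0% = DMSO only wells and 100% = carbachol wells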
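Material: HEK293 cells stably carrying human TRPML3-YFP; compound dosing: single dose, 3 µM final nominal compound, 0.3% DMSO final; incubation: 1-h 37 °C dye load, 5-s basal, 120-s post-compound reads; technique: Fluo-8 intracellular calcium fluorescence, excitation 470-495 nm, emission 515-575 nm; read-out basis: percent activation from peak-to-basal fluorescence ratio, scaled between DMSO and carbachol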
NPY-Y1 PAM-ag – potentiators or agonists of human neuropeptide Y receptor Y1; P25929; NPY-Y1 expressing cells, potentiator/agonist activation; activation, % at 3.6 µM; 220,000 compounds, 0.37% hits; AID 1304; in the data active = activation above about 33%, passing the limit was not always enough;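 also: cells stimulated with NPY at EC10 then isoproterenol at EC100; 0% = low agonist plus stimulus and 100% = saturating agonist plus stimulus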
NPY-Y1 antag – blocks the human neuropeptide Y Y1 receptor; P25929; HEK293-CNG Y1 cells, membrane potential fluorescence; NPY at EC95, then isoproterenol; inhibition, % at 3.6 µM; 200,000 compounds, 1% hits;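 active = inhibition above the campaign mean inhibition of all tested compounds plus 3 SD, cut at about 20% in these data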;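 also: 0% = DMSO wells given NPY plus isoproterenol and 100% = isoproterenol alone without NPY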
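System: HEK293 cells with Y1 receptor plus CNG channel / Probe or stimulus: NPY 25 nM then isoproterenol 1 µM plus Ro 20-1724 25 µM / Compound: one concentration, 3.6 µM, in 0.4% DMSO / Schedule: compound incubation 1 h at room temperature, readout 45 min post-stimulation / Measured by: membrane potential fluorescence / Read-out: % inhibition of NPY effect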
S1P4 ag – human S1P4 receptor agonism; 220,000 compounds, 0.35% hits; O95977; activation, % at 4.98 µM; S1P4-expressing cell line, agonist reporter assay; AID 1509; in the data active = activation above about 11%;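 also: 0% = DMSO vehicle and 100% = reference agonist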
Target sequence (O95977 whole entry, looked up): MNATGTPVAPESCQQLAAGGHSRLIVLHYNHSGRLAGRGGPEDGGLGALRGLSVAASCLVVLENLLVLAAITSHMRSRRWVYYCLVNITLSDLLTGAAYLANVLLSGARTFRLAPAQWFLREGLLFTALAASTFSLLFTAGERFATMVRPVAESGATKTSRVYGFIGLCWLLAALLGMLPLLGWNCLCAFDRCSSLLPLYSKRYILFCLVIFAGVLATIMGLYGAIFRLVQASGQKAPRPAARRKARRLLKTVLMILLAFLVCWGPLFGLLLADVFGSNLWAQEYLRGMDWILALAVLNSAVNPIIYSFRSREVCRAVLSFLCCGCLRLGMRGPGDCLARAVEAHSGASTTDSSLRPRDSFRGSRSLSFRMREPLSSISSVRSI
EP2 modulator – modulates human prostaglandin E2 receptor EP2 signaling; AID 940; induction, % at 25 µM; 260,000 compounds, 0.83% hits; EP2-expressing cells, cAMP HTRF FRET, PGE2 co-stimulation;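 active = compounds whose cAMP rise, as percent of the full-agonist control response, exceeds 60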;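 also: rat C6 glioma line stably carrying human EP2 under a CMV promoter; the protocol text gives 20 µM as final concentration; 100% = response of wells given 1 µM PGE2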
S1P4 antagonist – human S1P4 receptor antagonism | O95977 | S1P4-expressing cells, antagonist mode, reporter read-out | inhibition, % at 4.98 µM | 220,000 compounds, 0.26% hits | AID 1510; in the data active = inhibition above about 29%;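 also: 0% = wells stimulated with agonist and 100% = vehicle wells without agonist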
zfTRPN1 agonist – agonists of zebrafish TRPN1 channel; AID 1424; 220,000 compounds, 0.18% hits; activation, % at 3 µM; HEK293 zebrafish TRPN1-YFP, Fluo-8 calcium fluorescence; 100% = response to 87 µM carbachol;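 active = activation above its plate's cutoff, the mean activation of test wells on that plate plus 3 SD, cut at about 19% in these data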;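 also: 0% = DMSO alone and 100% = 87 µM carbachol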
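Control set: carbachol 87 µM as high control, DMSO as low control; system: HEK293 stable line with zebrafish TRPN1-YFP; read-out: % activation versus carbachol response; detection: intracellular calcium fluorescence with Fluo-8; doses: single test compound dose, 3 µM nominal, 0.3% DMSO; schedule: dye 1 h 37 °C plus 30 min RT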
NPY-Y2 PAM-ag – potentiates or activates human NPY-Y2 receptor; P49146; cells expressing NPY-Y2, potentiator/agonist read-out; activation, % at 3.6 µM; 220,000 compounds, 0.45% hits; AID 1359; in the data active = activation above about 27%;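 also: cells stimulated with NPY near EC25 plus isoproterenol at EC100; 0% = vehicle plus submaximal agonist and 100% = vehicle plus saturating agonist; some results beyond the cut were filed as inactive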
Target sequence (P49146 whole entry, looked up): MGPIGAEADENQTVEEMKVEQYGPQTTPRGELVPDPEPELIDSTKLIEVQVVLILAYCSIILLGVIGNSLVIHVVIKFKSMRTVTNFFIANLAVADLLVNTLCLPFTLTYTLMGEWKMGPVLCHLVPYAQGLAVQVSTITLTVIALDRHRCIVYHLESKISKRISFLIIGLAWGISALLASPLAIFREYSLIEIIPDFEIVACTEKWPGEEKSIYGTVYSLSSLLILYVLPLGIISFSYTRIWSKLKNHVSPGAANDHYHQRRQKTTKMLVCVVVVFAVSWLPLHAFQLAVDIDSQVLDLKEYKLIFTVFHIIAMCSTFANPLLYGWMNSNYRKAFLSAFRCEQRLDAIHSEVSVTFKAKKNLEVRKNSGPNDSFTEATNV
CHOP inhibitor – CHOP inhibition in unfolded protein response; 220,000 compounds, 3.8% hits; inhibition, % at 10 µM; CHO-K1 CHOP-promoter luciferase, tunicamycin-induced, 15-18 h; AID 2732;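 active = compounds that reduced the stress-induced luciferase reporter signal by more than about 70% of percent inhibition, limit read from the data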;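 also: 0% = tunicamycin plus vehicle and 100% = wells without tunicamycin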
The depositor's hits bear a star; nt = no result given.

SMILES | TRPML3 agonist | NPY-Y1 PAM-ag | NPY-Y1 antag | S1P4 ag | EP2 modulator | S1P4 antagonist | zfTRPN1 agonist | NPY-Y2 PAM-ag | CHOP inhibitor
COc1ccc(-c2cc(C(F)(F)F)n3nc(C(=O)NCCCn4ccnc4)cc3n2)cc1 | 0.0 | -2.3 | -3.6 | 1.3 | -35.5 | -16.0 | 0.3 | 8.8 | -6.9
Cc1ccc(C(C(=O)NC(C)(C)C)N(Cc2ccco2)C(=O)CCC(=O)Nc2nccs2)cc1 (stereo not given) | 0.9 | -2.9 | -2.3 | -1.0 | nt | -8.6 | 0.3 | -1.6 | nt
Cc1cccc(N2CCN(C(=O)Cn3cnc4c3c(=O)n(C)c(=O)n4C)CC2)c1C | 0.9 | -1.2 | 3.7 | 2.0 | 21.6 | 6.1 | 1.4 | 17.5 | 16.5
O=C(CCCSc1nc2ccccc2[nH]1)N1CCN(c2ccc([N+](=O)[O-])cc2)CC1 | 0.1 | -31.8 | 1.7 | 2.2 | -37.7 | -6.9 | 0.2 | 5.1 | 73.1*
Cc1ccn2c(c1)nc(=S)n2C(=O)c1ccccc1 | 0.1 | 7.5 | 9.0 | 0.9 | 6.0 | 5.1 | 0.8 | -0.2 | 12.2
Cn1ccc(O)c(C#N)c1=O | -0.2 | 2.1 | -4.5 | 0.7 | 9.7 | -8.2 | -0.5 | -6.9 | -16.6
CCOCc1nc(N)[nH]c(=O)c1Cc1ccc(OC(C)C)cc1 | 0.1 | -15.9 | 2.5 | -1.1 | 10.2 | -17.5 | 0.8 | -0.6 | 41.3
COc1cc(C(=O)Nc2c(C)cc(C)cc2C)c(Br)c(OC)c1OC | -0.5 | 5.5 | -0.4 | -1.2 | 36.0 | 7.4 | 0.2 | 12.6 | 34.3
COc1cc(/C=N\NC(=O)CC(=O)NCCc2ccccc2)ccc1O | 0.4 | 6.1 | 5.2 | 1.5 | -20.6 | -15.9 | 0.0 | -0.5 | 0.9
Cc1c(C(=O)NN2CCOCC2)oc2ccccc12 | 1.4 | 16.5 | -0.2 | -0.4 | -5.4 | -10.7 | 0.9 | 11.3 | 7.7
CCOC(=O)C(C)N1C(=O)S/C(=C/c2ccc3c(c2)n(C)c(=O)n3C)C1=O (stereo not given) | 0.9 | -10.0 | -3.4 | -0.3 | -41.7 | 2.2 | 0.7 | -21.8 | 27.8
CCCN1C(=O)C2(C(C(=O)c3ccc(C)o3)=C(O)C(=O)N2CCCOC)c2ccccc21 (stereo not given) | 0.9 | 6.1 | nt | -1.1 | -11.1 | 6.7 | 3.2 | -5.4 | 10.7
O=C(Nc1ccc(S(=O)(=O)Nc2ncccn2)cc1)C1COc2ccccc2O1 (stereo not given) | 0.2 | 4.8 | -6.4 | 1.0 | 4.3 | 13.0 | 0.1 | 3.2 | 4.0
CN(C)N=Nc1nc2c([nH]1)c(=O)n(C)c(=O)n2C | 1.6 | 0.2 | nt | 0.9 | -12.3 | -8.9 | 0.1 | -2.2 | 6.9
Cc1cc(C(=O)N2CCc3ccccc32)c2ccccc2n1 | 0.5 | 7.5 | 1.6 | -0.1 | 43.5 | -3.9 | 0.6 | 2.4 | 29.5
CCCOP(=O)(c1ccc(N(C)C)cc1)C(O)c1ccncc1 (stereo not given) | 0.4 | -2.3 | -4.0 | -0.2 | 6.3 | -2.6 | 0.5 | -5.6 | -8.5
CCOC(=O)CSC1=N/C(=C\c2cccnc2)C(=O)N1c1ccc(OC)cc1 | 0.9 | -1.2 | 4.7 | 1.2 | 16.1 | -17.4 | 0.0 | 14.6 | 29.2
CC(=O)N(C)Cc1ccc(C(=O)CCl)cc1 | 0.7 | 16.1 | -0.8 | -4.2 | -22.1 | -10.9 | 0.6 | -3.3 | 104.7*
O=C(O)CCN1C(=O)NC2(CCCC2)C1=O | 0.8 | 12.6 | -0.1 | -2.4 | 14.4 | -4.1 | 0.3 | 9.9 | 19.6
O=C(c1ccc(S(=O)(=O)c2ccccc2Cl)c([N+](=O)[O-])c1)N1CCN(Cc2ccccc2)CC1 | 1.8 | 11.2 | -5.5 | -0.9 | -22.0 | -0.3 | 4.7 | 17.7 | 55.7
CCCN(CCO)Cc1ccc(F)c(Br)c1 | 0.7 | 12.0 | 1.6 | 0.5 | 14.2 | 4.1 | -0.1 | -5.7 | -9.7
CC(=O)Nc1nc(CCN2C(=O)c3ccccc3C2=O)cs1 | 0.7 | 13.2 | -5.9 | 1.5 | -17.8 | -6.3 | 0.5 | -1.6 | 9.2
COc1ccc(OC)c(N=CC2=C(O)CC(C)(C)CC2=O)c1 | 0.4 | -1.5 | -3.6 | 1.1 | -38.9 | -19.6 | 0.9 | -3.8 | 2.2
Cc1ccc(CNC(=O)C(CCC(N)=O)NC(=O)OCc2ccccc2)cc1 (stereo not given) | 0.2 | 11.8 | -0.3 | 0.5 | 2.2 | -2.5 | -1.6 | -1.1 | -12.5
O=C(Cc1ccc([N+](=O)[O-])cc1)NCc1ccncc1 | 0.6 | 4.8 | -0.8 | 2.1 | 34.9 | -15.8 | -0.2 | 2.4 | 40.7
SMILES | TRPML3 agonist | NPY-Y1 PAM-ag | NPY-Y1 antag | S1P4 ag | EP2 modulator | S1P4 antagonist | zfTRPN1 agonist | NPY-Y2 PAM-ag | CHOP inhibitor
COc1ccc(NC(=O)C(=O)NCCO)cc1Cl | 0.7 | -4.1 | -1.4 | -0.6 | -23.0 | -16.6 | 0.6 | 3.1 | 9.9
COc1ccc(-c2csc(/C=C/c3ccc4c(c3)OCO4)n2)cc1OC | 2.1 | -15.1 | 8.1 | 1.1 | -2.4 | -10.3 | 0.4 | -8.6 | 18.1
COc1ccc(C2C(=O)c3ccccc3C2=O)cc1OC | 0.2 | -3.6 | 0.3 | -0.4 | -2.7 | -11.8 | 0.1 | -10.0 | -19.6
CCC1(c2ccccc2)NC(=S)N(c2cccc(C)c2C)N1 (stereo not given) | 0.6 | 1.1 | 3.6 | -2.7 | 11.2 | -8.7 | 0.0 | -13.5 | 14.8
CC(C)CCn1c(SCCN2CCOCC2)nc2c1c(=O)[nH]c(=O)n2C | 0.4 | 3.0 | -0.8 | 1.1 | 5.6 | 0.3 | 0.4 | 7.2 | 24.6
O=C(CCC(=O)c1cccs1)OCc1nnc(-c2ccccc2)o1 | 0.3 | -4.7 | 4.0 | 1.4 | -11.2 | 0.9 | -0.1 | -5.4 | 30.9
CCc1ccc(C(=O)NNC(=O)CCN2CCN(Cc3ccccc3)CC2)cc1 | 0.7 | 1.7 | -1.2 | 2.0 | 30.8 | 1.6 | 0.4 | 0.7 | 18.9
CSc1ccccc1NC(=O)CN1c2ccccc2CC1C (stereo not given) | -0.2 | -5.7 | nt | -0.5 | 22.5 | -15.6 | 0.0 | -23.3 | 43.9
COc1cc(/C=C2\SC(=O)N(Cc3ccc(F)cc3)C2=O)cc([N+](=O)[O-])c1O | 1.1 | 7.2 | 8.1 | 0.9 | -0.1 | -14.8 | 1.3 | 8.1 | -4.4
N=C1C(c2nc3ccccc3s2)=C(O)CN1NC(=O)c1c[nH]c2ccccc12 | 0.9 | 17.7 | 28.5* | 2.4 | 14.2 | -0.5 | 1.1 | 15.7 | 57.9
Cc1cccc(NC(=S)NNC(=O)c2csc(C)c2)c1 | -0.7 | -1.4 | 2.1 | 2.4 | 3.0 | -4.4 | -1.2 | -2.5 | -42.7
CC(=O)c1c(C)n([O-])c2ccc(C)cc2[n+]1=O | 0.5 | -4.5 | -2.2 | 1.5 | 8.7 | -6.8 | -0.2 | 17.4 | 24.5
c1ccc(COC(CN2CCCCCC2)CN2CCCCCC2)cc1 | 1.5 | -22.2 | nt | 2.4 | -7.8 | 18.8 | 1.1 | -13.7 | -5.9
COc1ccc(-c2nnn(CC(=O)N(CC(=O)NC3CCCC3)c3ccccc3)n2)cc1OC | 0.5 | 6.3 | 6.2 | 1.5 | -1.6 | 1.5 | 0.5 | 8.6 | -9.5
Cc1csc(SCC(=O)Nc2ccc3c(c2)OCCO3)n1 | -0.7 | -0.7 | -6.5 | -1.3 | -13.9 | -3.8 | 0.4 | -11.4 | -2.1
Cc1ccc(S(=O)(=O)C2(C(=O)NCc3ccccc3Cl)CC2)cc1 | -2.0 | -2.9 | nt | -1.7 | -5.0 | 4.9 | -2.5 | -18.9 | 20.7
O=C(NCc1ccc2c(c1)OCO2)C(=O)NC1CCCCC1 | -0.4 | 20.6 | 4.2 | 0.5 | 15.4 | -9.6 | 0.4 | -0.6 | -17.8
COC(=O)c1c(NC(=O)/C=C/C(=O)O)sc(Cc2ccccc2)c1C | 0.6 | -1.8 | 1.6 | 1.0 | -8.3 | -26.8 | -1.0 | 15.9 | 7.1
CN(C(=O)CSc1nnc(-c2ccccc2)o1)c1c(N)n(Cc2ccccc2)c(=O)[nH]c1=O | 1.0 | -0.1 | -2.0 | 0.9 | 7.7 | -18.5 | -0.8 | 11.0 | 11.3
Cc1c(NC(=O)C(CC(=O)O)NCc2ccco2)c(=O)n(-c2ccccc2)n1C (stereo not given) | 0.7 | -28.0 | 1.2 | -1.8 | 36.0 | -9.9 | -1.2 | 5.3 | 33.2
CC(C)c1nnc(SCc2ccc(CSc3nnc(C(C)C)n3N)cc2)n1N | 0.7 | -26.1 | 4.7 | 1.4 | 23.0 | 0.5 | 1.0 | -3.1 | 9.3
CN(C)CCN(C(=O)c1ccc(S(=O)(=O)N(C)C)cc1)c1nc2cc3c(cc2s1)OCCO3 | 0.7 | -10.3 | 2.1 | -0.1 | -17.9 | -8.3 | 0.2 | -12.8 | 0.2
Cc1ccc(C(=O)COC(=O)c2n[nH]c(=O)c3ccccc23)cc1 | 0.1 | 2.0 | 9.4 | -2.5 | 15.3 | 3.3 | -1.1 | -4.1 | 36.2
COc1ccc(NC2c3ccccc3C(=O)N2Cc2ccccc2Cl)cc1OC (stereo not given) | -0.3 | -13.8 | nt | 0.1 | -23.7 | -0.8 | 0.5 | -12.3 | -4.0
O=C(/C=C\Nc1cccc(F)c1)c1ccc2c(c1)OCO2 | -0.3 | 3.3 | 0.4 | -3.4 | 8.0 | -3.8 | -0.4 | -5.2 | 10.4
O=C(NCc1cccs1)c1csc2ccccc12 | -0.9 | 0.3 | 9.5 | -1.0 | 8.4 | 0.2 | -1.2 | 3.3 | 17.8
COc1cccc(CC(=O)N[C@@H](CCSC)c2nc3ccccc3[nH]2)c1 | 0.2 | -1.1 | 1.6 | 0.0 | 3.0 | 3.1 | -2.0 | 0.5 | 2.4

Source: PubChem BioAssay (several laboratories)
